Screening results (PubChem)
IDH1 R132H inh: blocks human mutant IDH1 R132H enzyme. IDH1-R132H enzyme, NADPH consumption, diaphorase/resazurin fluorescence. Potency, µM (series often up to 76.6 µM), for inactives: at the highest dose activity change, negative = inhibition, most hits filed as inhibitors. actives 0.093% (n = 390,000); also: potency is read from the fitted curve at half-maximal effect; % is scaled to controls: 0 for no effect and ±100 for the full control effect; nearly all actives have a fitted effect of over 65% in size
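IDH1-R132H (0.5 ug/mL) preincubated 30 min with compound, then NADPH (0.016 mM) and alpha-KG (2 mM) added; 80 min at RT, pH 7.5. Remaining NADPH coupled via diaphorase/resazurin to fluorescence (540/590 nm); concentration-response curves normalized to no-enzyme control.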
TrxR1 inh: blocks rat thioredoxin reductase 1. AID 588453. Potency, µM (highest dose often 114 µM), inactives show at the top dose activity change, negative = inhibition, actives largely listed as inhibitors. recombinant rTrxR1, NADPH fluorescence consumption, selenite substrate. actives 1% (n = 390,000). O89049; also: potency is read from the fitted curve at half-maximal effect; % is scaled to controls: 0 for no effect and ±100 for the full control effect; nearly all actives have a fitted effect of over 65% in size
Target sequence (O89049 whole entry, looked up): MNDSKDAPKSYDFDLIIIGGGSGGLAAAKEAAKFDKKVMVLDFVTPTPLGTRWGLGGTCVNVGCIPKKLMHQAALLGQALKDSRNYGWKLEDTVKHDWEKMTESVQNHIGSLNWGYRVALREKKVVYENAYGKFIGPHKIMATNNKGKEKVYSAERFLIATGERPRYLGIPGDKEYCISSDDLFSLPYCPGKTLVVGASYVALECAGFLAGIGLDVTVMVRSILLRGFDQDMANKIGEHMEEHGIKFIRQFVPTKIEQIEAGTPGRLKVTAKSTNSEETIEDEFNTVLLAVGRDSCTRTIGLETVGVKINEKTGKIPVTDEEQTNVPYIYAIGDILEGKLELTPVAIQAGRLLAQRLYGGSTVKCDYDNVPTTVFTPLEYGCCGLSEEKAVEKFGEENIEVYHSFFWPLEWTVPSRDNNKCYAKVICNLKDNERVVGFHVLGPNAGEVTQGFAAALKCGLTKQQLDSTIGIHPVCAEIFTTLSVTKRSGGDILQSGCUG
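Rat TrxR1 (90 nM in the dispensed reagent) was pre-reduced with 400 uM NADPH for 5 min at room temperature, then incubated with compound for 15 min. After 400 uM selenite was added, NADPH fluorescence (Ex 340/Em 450 nm) was followed for 8 min.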
TrxR1 substrate: rat thioredoxin reductase 1 substrate activity; actives 0.01% (n = 390,000); Potency, µM (doses to about 114 µM), for inactives: at the highest dose activity change, negative = substrate turnover; AID 588456; O89049; purified TrxR1 substrate turnover, NADPH consumption readout; also: potency is read from the fitted curve at half-maximal effect; % is scaled to controls: 0 for no effect and ±100 for the full control effect; nearly all actives have a fitted effect of over 50% in size
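Rat TrxR1, dispensed at 90 nM, was prereduced with 400 uM NADPH (final) for 5 min at ~22 deg C, then incubated with compound 15 min before 400 uM selenite. A first-read NADPH fluorescence drop versus no-compound background flagged substrates.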
Pin1 inhibitor: blocks the human prolyl isomerase Pin1 | Q13526 | Pin1 FP peptide displacement, HiFluor488, 10 min | Potency, µM (highest dose often 115 µM), for inactives: top-dose activity, negative = inhibition, actives largely listed as inhibitors | actives 0.009% (n = 390,000) | AID 504891; active = well fitted inhibition curve with a large enough effect in the polarisation, with a control signal flat, not every such curve was filed as active; inconclusive = small, poorly fitted or top-dose-only effect, or effect the other way, or a change in a side signal; inactive = no such curve, though single readings can be large or run the other way; the % refers to the polarisation; also: potency is read from the fitted curve at half-maximal effect; % is scaled to controls: 0 for no effect and ±100 for the full control effect
Target sequence (Q13526 whole entry, looked up): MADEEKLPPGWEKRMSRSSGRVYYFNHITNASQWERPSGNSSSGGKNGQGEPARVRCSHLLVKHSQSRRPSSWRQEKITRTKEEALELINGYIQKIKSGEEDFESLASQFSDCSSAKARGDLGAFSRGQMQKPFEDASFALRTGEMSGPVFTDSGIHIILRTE
TRHR PAM: allosteric enhancers of human TRH receptor; AID 493056; actives 0.66% (n = 360,000); TRHR cells, fluo-8 calcium fluorescence, EC20 TRH enhancement; enhancement, % at 2 µM; in the data active = enhancement above about 30%; also: 0% is about no effect
Target sequence (P34981 whole entry, looked up): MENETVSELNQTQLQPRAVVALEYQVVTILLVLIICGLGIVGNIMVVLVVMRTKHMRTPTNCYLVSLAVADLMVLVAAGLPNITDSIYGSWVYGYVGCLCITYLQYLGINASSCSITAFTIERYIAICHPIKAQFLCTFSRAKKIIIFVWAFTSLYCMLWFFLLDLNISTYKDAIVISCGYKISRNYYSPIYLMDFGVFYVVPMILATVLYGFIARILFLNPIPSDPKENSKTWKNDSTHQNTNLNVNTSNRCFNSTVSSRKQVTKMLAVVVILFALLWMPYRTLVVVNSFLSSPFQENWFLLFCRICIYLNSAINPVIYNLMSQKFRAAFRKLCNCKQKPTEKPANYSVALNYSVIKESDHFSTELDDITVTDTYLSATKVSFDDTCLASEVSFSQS
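TRHR-expressing cells loaded with fluo-8 calcium dye were read kinetically (ex 480/em 530) during compound addition, then stimulated with an EC20 of TRH (10 nM final). Enhancement of the Gq-mediated intracellular calcium response was scored.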
TRHR agonist: agonists of human TRH receptor. AID 493084. actives 0.18% (n = 360,000). P34981. TRHR cells, calcium flux fluo-8, FDSS agonist mode. activation, % at 2 µM; in the data active = activation above about 30%; also: 0% is about no effect
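TRHR-expressing cells loaded with fluo-8 calcium dye; 23 nL library compound pin-transferred, kinetic FDSS fluorescence (Ex 480/Em 530) recorded about 180 s for agonist-induced calcium release, before a 10 nM TRH EC20 addition for potentiator mode.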
D2 agonist: D2 dopamine receptor (human) agonism; activation, % at 2 µM; HEK293 T-REx D2 cells, calcium flux agonist mode; P14416; AID 485358; actives 0.53% (n = 340,000);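 active = activation over 3 SD above normal in the single-dose calcium agonist read, cut at about 30% in these data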; also: 0% is about no effect
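Agonism scored from kinetic calcium signal (1 read/sec, 180 s) following compound pin transfer, after a 10 s baseline. Cells: HEK293 Trex line expressing inducible D2 receptor coupled to calcium, dye-loaded after overnight culture at 30 C.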
D2 antagonist: antagonists of human D2 dopamine receptor; P14416; HEK293 TREx D2 cells, calcium flux, dopamine EC80; AID 485344; inhibition, % at 10 µM; actives 2% (n = 340,000); in the data active = inhibition above about 30%; also: 0% is about no effect
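HEK293 T-REx D2 cells, tet-induced, calcium dye no-wash. Cpd pintool add, 180 s kinetic, then EC80 DA, 180 s kinetic. Ca flux read.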
USP1-UAF1 inh: inhibitors of human USP1/UAF1 deubiquitinase | O94782 | recombinant USP1/UAF1, Ub-Rhodamine cleavage fluorescence | Potency, µM (titrated, usually from 57.1 µM), without a hit: at the highest dose activity change, negative = inhibition, actives largely listed as inhibitors | actives 0.23% (n = 390,000); also: potency is read from the fitted curve at half-maximal effect; % is scaled to controls: 0 for no effect and ±100 for the full control effect; nearly all actives have a fitted effect of over 60% in size; inactives centre near -12
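1 nM enzyme complex + cpd, 15 min RT; start with Ub-Rho 150nM final; kinetic fluorescence ex 480/em 540, 6 reads q60 s. Buffer 50mM HEPES pH 7.8, 0.5mM EDTA, 0.1 mg/ml BSA, 1mM TCEP, 0.01% Tween-20.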
* hit, by the source's call; ? = inconclusive; . = no result given; & = joins results of further samples; [ ] = another dose, or the depositor's remark. Unless noted, calls follow the shape of the dose curve; as a rule, active = well fitted inhibition curve with a large enough effect; inconclusive = small, poorly fitted or top-dose-only effect; inactive = no such curve, though single readings can be large or run the other way. Some of the compounds tested; the hit share may differ from the screen's.

SMILES	IDH1 R132H inh	TrxR1 inh	TrxR1 substrate	Pin1 inhibitor	TRHR PAM	TRHR agonist	D2 agonist	D2 antagonist	USP1-UAF1 inh
Cc1cccc(-c2n[nH]c(=S)n2/N=C/c2ccco2)c1	-3%	-15%	-3%	-7%	3	-1.2	-1.5	8	-15%
COC(=O)[C@@]12CCCN1[C@H](c1ccc(-c3ccc(OC)cc3)c(OC)c1)[C@@H]1C(=O)N(C)C(=O)[C@@H]12	-25%	9%[57.1 µM]	17%[57.1 µM]	37%[activator]	1	0.0	.	.	-26%
CC(=O)c1cccc(NC(=O)Nc2c(C)nn(C)c2C)c1	2%	30%	10%	-2%	7	0.1	-2.4	10	-26%
O=C(CCCn1c(SCC(=O)Nc2ccccc2C(F)(F)F)nc2ccccc2c1=O)NCC1CCCO1 (centres undefined)	0%	28%	6%	8%	1	-0.4	0.4	-12	-22%
COc1cc(CCC(=O)OCC(=O)Nc2ncc(Cl)cc2Cl)cc(OC)c1OC	2%	13%[57.1 µM]	8%	3%	-3	-0.6	1.3	1	-12%
O=C(Nc1ccc(S(=O)(=O)N2CCOCC2)cc1)c1ccc(Cl)cc1Cl	2%	-1%	-11%	0%	5	-0.5	-0.7	11	4%
O=C(O)CNC(=S)N(Cc1ccccc1Cl)C1CCCCC1	0%	1%	-1%	-14%	1	0.4	0.2	6	-21%
C=C1C(=O)O[C@H]2C1CC[C@@](C)(O)C13C=CC(C)(C21)C1(C3)C(=O)O[C@@H]2C3C(C)=CCC3[C@](C)(O)C[C@H](OC(C)=O)C21 (some centres undefined)	8%	-30%	2%	-1%	-2	-0.2	1.7	-9	-24%
COc1ccc2c(c1)c(-c1csc(N)n1)c(C)n2C	-1%	12%	0%	2%	3	0.0	-0.7	8	-7%
O=C(C=Cc1ccccc1)c1cccs1	5%	71µM*	-10%	-3%	.	.	.	.	-25%
CC(C)Nc1ccc(C(CC(N)=O)NC(=O)c2ccc(Br)cc2)cc1[N+](=O)[O-] (centres undefined)	5%	10%	2%	7%	2	-0.1	0.3	1	?
Cc1ccc2[nH]c(=O)c(CN(Cc3ccco3)C(=O)CN3CCCC(C)C3)cc2c1 (centres undefined)	-2%	15%[57.1 µM]	16%[57.1 µM]	-1%	6	0.2	0.4	-8	-8%
O=C(O)C1CCCCC1C(=O)N1CC=C(c2ccccc2)CC1 (centres undefined)	2%	-13%	5%	0%	0	-0.1	34*	-1	-20%
CCCC1(c2ccsc2)NC(=O)NC1=O (centres undefined)	7%	-8%	-9%	-7%	.	.	.	.	-7%
NS(=O)(=O)c1ccc(NC(=O)CSC2=NC(=O)C(c3ccccc3)C(=O)N2)cc1 (centres undefined)	8%	60%[activator][57.1 µM]	17%[57.1 µM]	-8%	6	0.3	.	.	-15%

Full records from above. Order of screens: IDH1 R132H inh | TrxR1 inh | TrxR1 substrate | Pin1 inhibitor | TRHR PAM | TRHR agonist | D2 agonist | D2 antagonist | USP1-UAF1 inh
O=C(CCCn1c(SCC(=O)Nc2ccccc2C(F)(F)F)nc2ccccc2c1=O)NCC1CCCO1 (centres undefined) in the list: 0% | 28% | 6% | 8% | 1 | -0.4 | 0.4 | -12 | -22%
CCCC1(c2ccsc2)NC(=O)NC1=O (centres undefined) in the list: 7% | -8% | -9% | -7% | . | . | . | . | -7%
O=C(C=Cc1ccccc1)c1cccs1 in the list: 5% | 71µM* | -10% | -3% | . | . | . | . | -25%

(cont.)
SMILES	IDH1 R132H inh	TrxR1 inh	TrxR1 substrate	Pin1 inhibitor	TRHR PAM	TRHR agonist	D2 agonist	D2 antagonist	USP1-UAF1 inh
O=C(C1CCCCC1)N1CCN(c2ccccc2F)CC1	4%	2%[57.1 µM]	8%[57.1 µM]	-8%	7	0.0	-0.2	15	-16%
Cc1ccc(CN(N=Nc2nonc2N)c2nonc2N)c(C)c1	0%	5%[57.1 µM]	-5%[57.1 µM]	-4%	.	.	.	.	-13%
O=C(O)c1cccc(N/N=C/c2sc(N3CCOCC3)nc2-c2ccccc2)c1	2%	-22%	-14%	4%	11	-1.1	-0.6	-12	-9%
O=c1ccc(=O)n(-c2ccccc2)[nH]1	2%	?	-13%[57.1 µM]	-1%	7	-0.4	0.0	-10	-17%
CCOCCN(C(=O)COC)c1cccc(OC)c1	0%	-5%	7%[57.1 µM]	1%	18	0.3	-0.3	5	9%
COC(=O)c1sccc1NC(=O)CC1C(=O)NCCN1C(=O)Nc1cc(Cl)ccc1OC (centres undefined)	4%	22%	4%	3%	-7	-0.5	0.4	6	-27%
COc1ccc(S(=O)(=O)NC(C)C)cc1C(=O)N1CCOCC1	-1%	14%[57.1 µM]	5%[57.1 µM]	2%	-5	1.0	0.2	18	-3%
Cc1ccccc1COn1nnc2ccc(S(=O)(=O)N3CCOCC3)cc21	6%	0%	-5%	0%	2	-0.5	-0.4	9	-8%
CCC1CCCCN1C(=O)COC(=O)c1cccs1 (centres undefined)	2%	0%	-3%	0%	.	.	.	.	-4%
CCCn1c(=O)c2ccccc2n2c(SCC(=O)Nc3cc(C)on3)nnc12	6%	14%	4%	-1%	0	-1.4	-0.5	23	-21%
COC(=O)/C(=N\Nc1ccc(Cl)cc1)Sc1nnc(-c2ccc(OC)cc2)n1C	3%	11%[57.1 µM]	15%[57.1 µM]	-6%	-3	-0.7	0.5	9	-18%
CN(C)C=NCCn1c(N2CCOCC2)nc2c1c(=O)n(C)c(=O)n2C	3%	9%[57.1 µM]	11%[57.1 µM]	-1%	-7	1.3	0.4	8	-3%
COc1ccc(CCNC(=O)CN2CCN(S(=O)(=O)c3ccc(Cl)cc3)CC2)cc1OC	0%	-7%	-8%	-1%	-1	0.4	0.3	-15	-16%
O=C(O)CCC(=O)Nc1ccc(N2CCCCCC2)cc1	5%	4%	2%	13%	23	-0.2	0.2	4	-3%
CC(=O)N1CCN(c2ccc(S(=O)(=O)NCCN(C(C)C)C(C)C)cc2[N+](=O)[O-])CC1	2%	-5%	-7%	4%	5	0.0	-0.4	16	-15%
Cc1noc(C)c1-c1nc(CSc2ccccc2)no1	0%	9%	-4%	-2%	3	0.1	0.6	-9	-18%
Cc1c(CCOC(=O)c2cc([N+](=O)[O-])cc([N+](=O)[O-])c2)sc[n+]1CCCCS(=O)(=O)[O-]	8%	17%	-3%	-3%	-2	0.1	1.2	5	-20%
CCCCn1nnc(NC(=O)c2ccc(-c3ccccc3[N+](=O)[O-])o2)n1	8%	15%	1%[57.1 µM]	-3%	-2	-1.3	-1.6	52*	-27%
O=C1CC(c2ccc(F)cc2)c2c(c3ccccc3[nH]c2=O)O1 (centres undefined)	11%	-12%[11.4 µM]	9%	-6%	0	-0.2	0.5	.	-26%
O=C(CCCC(=O)NN=Cc1ccccc1Cl)NN=Cc1ccccc1Cl	16%	-9%	-6%	5%	.	.	.	.	-4%
O=C(COc1cc(Cl)c(Cl)cc1Cl)NCCN1CCOCC1	3%	-5%	6%	2%	1	0.0	0.9	5	-6%
COc1cc(C(=O)OCC(=O)N2CCN(S(=O)(=O)c3ccc(C)cc3C)CC2)c([N+](=O)[O-])cc1OC	2%	11%	-1%	1%	.	.	.	.	-2%
COc1cc(CNCc2ccc(OC)cc2OC)cc(OC)c1	10%	10%	4%	-3%	2	0.5	-2.0	-21	-20%
COCCNC(=O)c1ccc(Cl)c(S(=O)(=O)Nc2cccc(C)c2C)c1	-1%	2%	-6%	2%	3	0.4	0.3	5	-7%
COc1ccc(C2CC(=O)N(CC(=O)Nc3cccc(C)c3C)c3ccccc3S2)cc1OC (centres undefined)	-11%	20%	1%	1%	-6	0.4	0.5	.	?
COc1ccccc1NC(=O)n1ncc2c(C)cccc21	9%	24%	5%	-7%	-4	-0.7	-0.4	.	-11%
CC(C)Sc1nc2c(cnn2-c2ccc(F)cc2)c(=O)[nH]1	6%	16%	-4%	46%[activator]	10	-0.2	0.6	-15	-12%
C[n+]1ccc(C(=O)N/N=C/c2ccco2)cc1	3%	-20%	-18%	1%	-5	0.6	0.3	3	1%
CCCCNc1ccc(C(CC(N)=O)NC(=O)c2cc(C)cc(C)c2)cc1[N+](=O)[O-] (centres undefined)	4%	14%	4%	-1%	2	-0.3	-0.2	4	-5%
Cn1c(SCC(=O)Nc2cccc(S(=O)(=O)NC3=NCCCCC3)c2)nnc1-c1ccccc1	2%	6%	-5%	2%	1	-0.2	3.8	-17	0%
O=C(Nc1ccccc1)Nc1cccc(Cl)c1Cl	9%	9%	1%	12%	2	0.7	.	.	-17%
CCOC(=O)C1=C(C)N(C)C(=O)NC1c1cccc(O)c1 (centres undefined)	2%	18%[57.1 µM]	13%[57.1 µM]	-5%	1	0.8	.	.	-2%
O=C(c1ccncc1)N1CCN(c2cccc(C(F)(F)F)c2)CC1	6%	-4%	-6%	-3%	-4	0.2	.	.	-2%
CCOc1ccc(C(C)NC(=S)NCc2ccc(F)cc2)cc1 (centres undefined)	0%	0%	-6%	-2%	0	3.4	1.2	9	?
C=CCN1C(=O)C(Cc2ccccc2)SC1=Nc1ccc(C(=O)O)cc1 (centres undefined)	-8%	10%	3%	-4%	3	0.5	.	.	-20%
COc1cc(C(CCN2CCOCC2)c2c(OC)cc(OC)c3c(C)cc(=O)oc23)cc(OC)c1OC (centres undefined)	-1%	2%&2%	9%&9%	1%&3%	1	0.2	-0.4	-8	?
CC1CC(C)CN(S(=O)(=O)c2cc3c4c(c2)CCN4C(=O)CC3)C1 (centres undefined)	-11%	-9%	-9%	0%	3	-0.1	-0.2	1	-4%
NC1(C(=O)O)CCCCC1c1ccccc1 (centres undefined)	4%	9%[57.1 µM]	-3%[57.1 µM]	-11%	.	.	.	.	-11%
Cc1ccc(Nc2nc(-c3cccnc3)cs2)cc1C	7%	25%	2%	-3%	2	-0.5	0.1	-2	-21%
